MsrA inhibitor – bovine MsrA enzyme inhibitors, primary screen, biochemical, absorbance, HTS; Methionine sulfoxide reductase A (Bos taurus); purified bovine MsrA, absorbance read-out; inhibition, % at 15.5 µM; 0.75% of 360,000 active; in the data active = inhibition above about 4.5%;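 also: 0% = vehicle wells with enzyme and 100% = reference inhibitor wells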
STEP block – STEP phosphatase inhibitors, primary screen, biochemical, fluorescence intensity, uHTS. recombinant STEP, OMFP fluorogenic substrate. inhibition, % at 20 µM. 0.25% of 360,000 active. AID 588621, 2011;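 active = inhibition at 20 µM, scaled per plate between control wells, above about 37%, limit read from the data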;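 also: 0% = DMSO with enzyme and substrate and 100% = substrate only without enzyme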
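Test system: STEP tyrosine phosphatase / Reagent: OMFP at 25 µM / Doses: 20 µM, 1% DMSO / Read-out: percent inhibition scaled to no-enzyme and uninhibited-enzyme controls, plate-pattern corrected / Detection: FITC-channel fluorescence of OMFP product / Medium: Bis-Tris buffer pH 6.0, 2.5 mM DTT, 0.005% Tween 20 / Schedule: 20 min at room temperature, dark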
CSN inh – inhibitors of CSN-mediated cullin deneddylation, primary screen, biochemical, fluorescence polarization, uHTS; COP9 signalosome complex subunit 5 (Homo sapiens), Q92905; Purified CSN, SCF-Nedd8-OG deneddylation; inhibition, % at 12.5 µM; 0.38% of 360,000 active;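 active = pattern-corrected inhibition above about 35%, with an unprinted fluorescence ratio check between 0.5 and 1.5, limit read from the data, passing the limit was not always enough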;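 also: 0% = enzyme with substrate and 100% = substrate without enzyme; some results filed as inactive read as strong as hits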
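Detection – fluorescence polarization · System – HEK293T-derived human Csn5 enzyme · Controls – substrate-only high control, full reaction low control · Timing – 90 min, room temperature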
Scp1 inh – Scp-1 phosphatase inhibitors, primary screen, biochemical, colorimetric, uHTS; Recombinant Scp1, phosphopeptide, malachite green phosphate absorbance; inhibition, % at 20 µM; 0.88% of 340,000 active;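 active = inhibition above about 50% at 20 µM, limit read from the data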;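 also: plate controls were DMSO wells with enzyme for no effect and wells lacking enzyme for full effect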
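Test system – truncated SCP-1 phosphatase (76-261aa) · Reagent – Phosphorylated 17-residue peptide substrate · Incubation – 45 min room-temperature reaction, 5 min colour, 30 min stabiliser · Detection – colorimetric phosphate reagent with accelerator and stabiliser, absorbance at 630 nm · Measure – % inhibition at 20 µM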
LMPTP block – LMPTP phosphatase inhibitors, primary screen, biochemical, fluorescence intensity, uHTS | Low molecular weight phosphotyrosine protein phosphatase (Homo sapiens), P24666 | recombinant LMPTP-A, OMFP fluorogenic substrate | inhibition, % at 20 µM | 0.22% of 360,000 active;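 active = compounds that cut the enzyme signal by at least half of the control window in the single-dose screen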;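 also: plate controls were DMSO wells with enzyme plus substrate for no effect and substrate without enzyme for full effect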
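Test system – LMPTP-A phosphatase enzyme · Quantity – 0.625 nM LMPTP-A final · Reagent – OMFP substrate, 400 µM final · Dosing – one test concentration per compound, 20 µM, with 3% DMSO overall · Timing – 50 min enzyme reaction at room temperature, protected from light · Detection – fluorescence intensity · Controls – substrate-only low control, DMSO enzyme-plus-substrate high control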
Tb MetRS inh – T. brucei MetRS inhibitors, primary screen, biochemical, luminescence; methionyl-tRNA synthetase (Trypanosoma brucei brucei); purified T. brucei MetRS, ATP depletion, Kinase-Glo luminescence; inhibition, % at 11.9 µM; 0.4% of 360,000 active; AID 624268, 2012;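 active = inhibition above a per-plate cutoff of the control wells' mean inhibition plus 3 SD, cut at about 5.5% in these data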;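 also: 0% = DMSO wells median and 100% = median of wells with control inhibitor compound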
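Material – parasite MetRS enzyme · Medium – HEPES-MgCl2-KCl buffer plus DTT, spermine, BSA, pyrophosphatase · Reagent – ATP, methionine and E. coli bulk tRNA substrates · Times – 15 min enzyme-compound preincubation, 2 h reaction, 10 min detection, 25 °C · Measured by – luminescence of leftover ATP · Evaluation – percent inhibition relative to median high and low control wells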
NadD block – inhibitors of S. aureus NadD, primary screen, biochemical, colorimetric, uHTS. 0.78% of 360,000 active. inhibition, % at 20 µM. purified NadD enzyme, colorimetric absorbance read-out; in the data active = inhibition above about 26%; also: some compounds past the cut are filed as inactive
DNMT1 block – human DNMT1 methyltransferase inhibitors, primary screen, biochemical, molecular beacon, fluorescence, HinP1I cleavage, uHTS; inhibition (reported as % activation of signal), % at 10 µM; 0.83% of 360,000 active; DNA (cytosine-5)-methyltransferase 1 (Homo sapiens), P26358; AID 588458, 2011; in the data active = inhibition above about 50%
Target sequence (P26358 504-1616 limits assumed): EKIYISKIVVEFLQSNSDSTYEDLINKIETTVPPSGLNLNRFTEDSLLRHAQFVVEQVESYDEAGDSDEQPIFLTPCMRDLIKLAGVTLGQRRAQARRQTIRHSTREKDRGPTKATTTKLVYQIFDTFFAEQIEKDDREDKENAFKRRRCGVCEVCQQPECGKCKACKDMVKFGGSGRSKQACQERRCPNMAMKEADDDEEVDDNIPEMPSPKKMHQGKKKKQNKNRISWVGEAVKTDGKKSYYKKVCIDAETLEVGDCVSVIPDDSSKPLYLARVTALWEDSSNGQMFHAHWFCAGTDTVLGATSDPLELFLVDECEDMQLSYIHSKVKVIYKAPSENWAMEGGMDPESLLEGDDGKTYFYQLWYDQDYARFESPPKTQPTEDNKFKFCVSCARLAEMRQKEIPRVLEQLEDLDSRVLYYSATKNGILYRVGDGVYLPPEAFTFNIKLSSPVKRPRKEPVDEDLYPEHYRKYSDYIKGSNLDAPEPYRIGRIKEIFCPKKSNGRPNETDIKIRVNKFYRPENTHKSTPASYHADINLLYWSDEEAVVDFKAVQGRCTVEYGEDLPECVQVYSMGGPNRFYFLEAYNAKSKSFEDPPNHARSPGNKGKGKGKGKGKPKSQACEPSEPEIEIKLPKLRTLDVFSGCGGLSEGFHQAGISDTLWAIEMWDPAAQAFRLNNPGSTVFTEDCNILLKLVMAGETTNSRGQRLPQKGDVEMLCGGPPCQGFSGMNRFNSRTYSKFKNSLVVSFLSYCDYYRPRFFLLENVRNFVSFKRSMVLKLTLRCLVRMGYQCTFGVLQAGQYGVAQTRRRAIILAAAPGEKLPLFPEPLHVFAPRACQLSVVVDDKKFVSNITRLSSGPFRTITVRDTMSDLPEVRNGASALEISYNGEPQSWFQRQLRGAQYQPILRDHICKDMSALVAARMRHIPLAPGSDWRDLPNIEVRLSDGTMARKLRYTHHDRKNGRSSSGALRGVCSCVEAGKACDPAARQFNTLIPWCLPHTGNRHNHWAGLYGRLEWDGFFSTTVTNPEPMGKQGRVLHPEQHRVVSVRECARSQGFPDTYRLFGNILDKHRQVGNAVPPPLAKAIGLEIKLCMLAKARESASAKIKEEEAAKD
SUMO1 PPI mod – modulators of SUMO1 protein-protein interactions, primary screen, biochemical, uHTS | Small ubiquitin-related modifier 1 (Homo sapiens), P63165 | SUMO1 binding to a labelled peptide, TR-FRET, 1 h | inhibition, % at 20 µM | 0.33% of 360,000 active | AID 602429, 2012; in the data active = inhibition above about 37%
Rpn11 inh – Rpn11 (PSMD14) deubiquitinase inhibitors, primary screen, biochemical, fluorescence polarization, uHTS; 26S proteasome non-ATPase regulatory subunit 14 (Homo sapiens), O00487; human 26S proteasome, Ub4-pepOG fluorescence polarization; 20S core pre-blocked with epoxomicin; calls only at 20 µM; 0.59% of 360,000 active; AID 588493, 2011;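 active = inhibition at 20 µM, scaled to each plate's controls, above about 33%, limit read from the data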
* hit, by the source's call; i = inactive; / = not tested or not shown; + = active, no number.

SMILES	MsrA inhibitor	STEP block	CSN inh	Scp1 inh	LMPTP block	Tb MetRS inh	NadD block	DNMT1 block	SUMO1 PPI mod	Rpn11 inh
Cc1ccc(Nc2nc(/N=C/N(C)C)n[nH]2)cc1C	-0.2	-2	-1	2	-1.0	-0.7	-2	1	-2	i
Cc1ccc(C(=O)NNC(=O)c2ccc(SCC3CCCO3)c([N+](=O)[O-])c2)cc1 (configuration not stated)	0.5	-1	8	2	-0.8	0.1	0	2	-23	i
CCN1C(=NCCOC)N[C@@H](c2cccc(F)c2)C(C(=O)OC)=C1C	/	-2	1	5	-2.1	-0.4	2	4	0	i
CC(C)C(=O)Nc1ccc(Br)cc1Cl	3.5	1	1	-7	-0.9	0.8	-5	1	-2	i
COc1ccc(CN2C(=O)c3cccnc3C2Nc2ccc(C)cc2)cc1 (configuration not stated)	0.4	4	-2	5	1.2	-0.5	0	-15	12	+
COC(=O)c1cc(S(=O)(=O)N2CCN(c3ccc(OC)cc3)CC2)cn1C	0.7	2	0	-3	-0.3	0.1	1	2	4	i
Cc1c(C(=O)O)cnc2cc(-c3ccc(Cl)cc3)nn12	1.4	0	-1	-10	-0.5	-0.1	-2	0	6	i
CC(C(=O)Nc1nccs1)c1ccc([N+](=O)[O-])cc1 (configuration not stated)	-1.0	-2	2	-4	-0.7	-0.1	-3	-2	-11	i
CN(C)S(=O)(=O)c1ccc(S(=O)(=O)N2CCCC2)cc1	-1.0	0	3	-10	-0.8	0.1	-4	-1	1	i
Cc1snc(SCc2c(F)cccc2Cl)c1C#N	-1.0	2	4	-8	1.2	-1.2	-9	-1	7	i
CS(=O)(=O)N(CC(=O)Nc1ccccc1Cl)c1ccc(Cl)cc1	-0.4	1	-3	-4	0.3	0.3	-3	1	-3	i
CCn1c(COc2ccc(=O)n(-c3ccccc3)n2)nnc1SCC(=O)OC	1.2	-1	-5	2	-0.5	-0.2	-1	1	-4	i
O=C(CSc1ccc(-c2ccc(F)cc2)nn1)N1CCN(c2ccccc2)CC1	-0.4	-6	-2	-4	-3.4	-0.4	2	8	-4	i
COc1ccc(NC(=O)c2cc(C3CCCCN3S(=O)(=O)c3c(C)noc3C)on2)c(C)c1 (configuration not stated)	-0.2	-1	2	/	-1.3	-0.3	-4	-3	1	i
CCOC(=O)N1CCN(C(=O)c2ccc3c(SCC(=O)O)c4c(nc3c2)CCC4)CC1	0.7	1	-3	-9	0.2	-0.1	1	-4	0	i
C[C@H](NC(=O)[C@@H]1Cc2ccccc2CN1C(=O)OC(C)(C)C)C(=O)NC1CCCCC1	-0.1	0	-6	-1	-1.8	-0.1	-11	-1	3	i
CCN(CC)C(=O)c1sc(NC(=O)c2ccncc2)c(C(=O)OC)c1C	-0.5	2	-6	-4	-0.9	0.1	-2	1	-3	i
Cc1ccc(S(=O)(=O)N2CCCC2C(=O)Nc2nc3ccccc3s2)cc1 (configuration not stated)	/	2	-2	2	-1.2	0.0	-3	-4	3	+
COC(=O)c1ccc(OCC(=O)c2ccc(O)cc2O)cc1	5.0*	-4	-4	-7	0.3	0.3	-6	1	-1	i
CCOc1cc(N2CCOCC2)c(OCC)cc1NC(=O)c1ccc(OC)cc1	0.0	5	-1	-3	-0.1	0.7	3	-1	0	i
Cc1cc(C(=O)Nc2cnn(Cc3ccc(Cl)cc3Cl)c2)no1	-0.6	-2	9	2	0.3	0.0	0	0	0	i
COc1ccc(C2CC(c3ccccc3)=NN2C(=O)COC(=O)c2cccc(S(=O)(=O)N(C)C)c2)cc1 (configuration not stated)	0.7	-2	-17	-8	1.2	0.3	3	-4	8	i
COc1cc(/C=N/NC(=O)C2COc3ccccc3O2)ccc1O (configuration not stated)	4.1	-2	5	-3	-1.6	-0.2	-7	1	-8	i
O=C(CC1S/C(=N/N=C/c2cccnc2)NC1=O)Nc1ccccc1 (configuration not stated)	3.2	3	2	-7	-1.4	-0.1	2	-2	-6	i
CC(=O)N[C@@H](Cc1c[nH]c2ccccc12)C(=O)OCC(=O)Nc1ccc(S(=O)(=O)N(C)C)cc1	1.6	3	-2	-4	0.2	0.0	-1	-2	0	i
CN1C(=O)C(=O)N(CC(=O)Nc2ccccc2OC(F)F)C1=O	0.0	-1	-1	-8	-2.1	0.2	1	3	-4	i
O=C1C2CC=CCC2C(=O)N1c1n[nH]c(CCc2ccccc2)n1 (configuration not stated)	-0.2	2	4	-2	-0.5	-0.4	-9	-4	-1	i
O=S(=O)(c1ccccc1)n1ccc(-c2cnc(-c3ccccc3)s2)n1	-0.7	2	0	-8	3.8	0.6	-8	-7	1	i
CC(=O)NCCc1nc2ccccc2n1CCOc1cccc(C)c1	-1.0	0	1	-13	0.7	-0.8	0	-2	4	i
CCOC(=O)C1=CCN(S(=O)(=O)c2ccc(F)cc2)C1c1ccccc1 (configuration not stated)	0.6	0	-7	/	-0.9	-0.2	-4	-1	4	i
COc1cccc(NC(=O)CCP(C)(=O)O)c1	-1.1	-5	-5	-10	-0.8	-0.8	-4	0	2	i
CC1(C(=O)NCc2ccco2)Cc2c(-c3cccc(C(F)(F)F)c3)ccnc2O1 (configuration not stated)	0.2	2	3	/	-0.5	-0.1	-2	-1	2	i
COc1c2ccccc2nc2ccccc12	0.5	0	-3	-9	2.2	0.8	1	14	-17	i
CCS(=O)(=O)c1nc(S(=O)(=O)c2ccc(C)cc2)c(N2CC(C)OC(C)C2)s1 (configuration not stated)	0.9	-2	2	-11	-0.8	-0.2	-1	-1	-1	i
O=C(NC1CCCCC1)C(=O)c1c(-c2ccccc2)[nH]c2ccccc12	2.0	-3	-1	-7	-0.8	2.0	-9	-2	1	i
CCN(CC)CCCNC(=O)c1cn(CC)c2ccc(S(=O)(=O)N(C)C3CCCCC3)cc2c1=O	0.5	-3	1	-3	0.7	0.3	-11	3	3	i
CC(C)C(NC(=O)c1ccccc1NC(=O)c1ccco1)C(=O)O (configuration not stated)	-0.8	-3	1	-5	-0.1	-1.7	-2	2	3	i
CN(C1CCCCC1)S(=O)(=O)c1ccc2c(c1)CCC(=O)N2	2.0	2	3	-6	-0.2	-0.1	0	1	-4	i
CSc1nc2ccc(NC(=O)c3cccs3)cc2s1	0.6	-1	-2	-5	1.0	-0.2	5	-2	6	i
Cc1ccc(C2=Nc3c(ccc4ccccc34)C(c3ccncc3)=NN2)cc1	-0.4	2	0	-1	0.6	-0.2	5	-7	-3	i
CSc1ccccc1OCc1cc(C(=O)N2C[C@H]3CC[C@H]2C3)no1	-0.9	1	-5	-17	1.8	0.3	-6	-1	4	i
O=C(NCc1ccc(F)cc1)c1cc(-c2ccccn2)nc2ccc(S(=O)(=O)N3CCOCC3)cc12	1.2	0	0	/	0.1	-0.2	5	25	13	i
Cc1ccc(NS(=O)(=O)c2ccc(NC(=O)C(C)Sc3ccc(Cl)cc3)cc2)c(C)c1 (configuration not stated)	-1.4	-4	4	-14	2.9	-0.3	-3	-18	-3	i
O=C(c1ccc(Cl)cc1)C1CCCN(C(=O)/C=C/c2ccccn2)C1 (configuration not stated)	-0.1	-1	-6	-4	-1.7	0.0	-3	0	-1	i
CCOCCn1c(C(C)O)nc2ccccc21 (configuration not stated)	-0.2	0	2	17	-1.0	-0.6	3	2	2	i
O=C(Nc1ccc(N2CCCC2)cc1)c1cc(Cl)ccc1Cl	0.6	1	23	-4	35	-0.3	52*	53*	90*	+
CCCOc1ccc(Cc2c(Cl)nc(SC)nc2NC)cc1	0.1	0	2	-6	2.8	-1.3	-4	5	0	i
Cc1ccc(C(C(=O)NCC2CCCO2)N(C(=O)c2snc(C(N)=O)c2N)c2ccc(C(C)C)cc2)o1 (configuration not stated)	-0.8	2	0	6	1.4	-1.1	3	1	-8	i
Cn1ncc(Br)c1NC(=O)c1ccco1	/	0	-3	-9	0.3	-0.1	-1	1	1	i
Cc1nc(-c2cccc(S(=O)(=O)N3CCCCCC3)c2)cs1	-0.8	0	-7	-3	2.1	-0.3	0	-1	2	i
Cc1ccc(NC2(C#N)CCCC2)cc1	0.1	1	1	-1	1.5	0.0	2	-6	1	i
c1ccc(Nc2ccc3c4c(cccc24)CC3)cc1	1.3	-20	-69	-12	1.6	-0.2	7	-9	-20	/
Cn1c(=O)c2[nH]c(NN=Cc3cccc(Br)c3)nc2n(C)c1=O	1.8	1	1	1	0.2	-0.3	-9	-1	33	i
Cc1cc(Cc2cc(C)c(N)cc2C)c(C)cc1N	0.2	-4	-5	-7	-0.4	-0.4	-7	-1	-2	i

Among those listed so far, two contain a cyano group:
SMILES	MsrA inhibitor	STEP block	CSN inh	Scp1 inh	LMPTP block	Tb MetRS inh	NadD block	DNMT1 block	SUMO1 PPI mod	Rpn11 inh
Cc1snc(SCc2c(F)cccc2Cl)c1C#N	-1.0	2	4	-8	1.2	-1.2	-9	-1	7	i
Cc1ccc(NC2(C#N)CCCC2)cc1	0.1	1	1	-1	1.5	0.0	2	-6	1	i

A draw from above in order of number of heavy atoms, largest number first:
SMILES	MsrA inhibitor	STEP block	CSN inh	Scp1 inh	LMPTP block	Tb MetRS inh	NadD block	DNMT1 block	SUMO1 PPI mod	Rpn11 inh
Cc1ccc(C(C(=O)NCC2CCCO2)N(C(=O)c2snc(C(N)=O)c2N)c2ccc(C(C)C)cc2)o1 (configuration not stated)	-0.8	2	0	6	1.4	-1.1	3	1	-8	i
O=C(NCc1ccc(F)cc1)c1cc(-c2ccccn2)nc2ccc(S(=O)(=O)N3CCOCC3)cc12	1.2	0	0	/	0.1	-0.2	5	25	13	i
Cc1ccc(NS(=O)(=O)c2ccc(NC(=O)C(C)Sc3ccc(Cl)cc3)cc2)c(C)c1 (configuration not stated)	-1.4	-4	4	-14	2.9	-0.3	-3	-18	-3	i
